# Bioassay records from PubChem BioAssay.
# S100A4 MyoIIA = blocks human S100A4 binding to myosin IIA peptide | P26447 | S100A4/TAMRA-MyoIIA peptide fluorescence polarization | inhibition, % at 10.7 µM | 360,000 tested, 0.14% active | AID 652163;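 active = mean inhibition of at least 70% across replicates, with every replicate also reaching that level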
# Target sequence (P26447 whole entry, looked up): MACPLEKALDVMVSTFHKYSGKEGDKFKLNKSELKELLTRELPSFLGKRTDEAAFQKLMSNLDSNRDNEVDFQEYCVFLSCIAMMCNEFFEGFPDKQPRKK
#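 Material: S100A4 monomer protein / Buffer or medium: 50 mM HEPES pH 7.2, 10 mM CaCl2, 100 mM KCl / Times: 5 min incubation before reading / Benchmarks: neutral control DMSO, positive control TFP / Reagent: labelled myosin peptide probe, 5 nM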
# PglD DTNB = blocks C. jejuni PglD acetyltransferase activity; inhibition, % at 12.5 µM; AID 602405; 360,000 tested, 0.098% active; purified PglD enzyme, DTNB colorimetric CoA detection; in the data active = inhibition above about 16%, passing the limit was not always enough; note: strong numbers were not always called active
# PGC1a acetyl inh = lowers PGC1a acetylation signal in U2OS cells. AID 651687. inhibition, % at 15.6 µM. 350,000 tested, 0.17% active. AlphaScreen anti-acetyl-lysine; with virally co-expressed GCN5 acetyltransferase;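 active = every replicate shows inhibition of at least 40%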;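 note: 0% = neutral control wells and 100% = positive control wells; some results beyond the cut were filed as inactive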
# PAX8 inh HTS = lowers PAX8-driven luciferase in RMG-I cells. RMG-I TPO-luciferase reporter, SteadyGlo, 24 h. inhibition, % at 12.6 µM. 360,000 tested, 1.2% active;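 active = mean replicate inhibition at least 60% with every replicate also reaching 60%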;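 note: luciferase light reporting Pax8 driven TPO promoter activity; plate controls were median of neutral control wells for no effect and mitoxantrone controls for full effect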
# EWS-Fli inh = blocks EWS/Fli oncoprotein-driven transcription | AID 651661 | 350,000 tested, 0.67% active | A673 NR0B1-luciferase reporter, viability-normalised | inhibition, % at 12.6 µM;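 active = mean inhibition of at least 50% after viability correction, with every replicate also passing that limit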;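 note: firefly luciferase signal divided by Alamar Blue viability fluorescence both relative to DMSO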
# FN deposit inh = fibronectin deposition inhibition | AH1F fibroblasts, Alexa488-fibronectin deposition fluorescence, overnight | inhibition, % at 12.6 µM | 350,000 tested, 0.086% active | AID 743247;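 active = mean inhibition across replicates of 30% or more, regardless of how many single replicates reach that level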;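 note: positive control wells lacked labelled fibronectin entirely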
#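 Material – AH1F fibroblast monolayer, labelled fibronectin deposition · Reagent – labelled fibronectin 24 nM · Timing – 1 h adhesion, overnight exposure · Measured by – fluorescence at 485 nm excitation, 525 nm emission · Read-out – inhibition of fibronectin deposition signal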
# ERAP1 inh = ERAP1 (human) enzyme inhibition; AID 652197; recombinant ERAP1, Leu-AMC fluorescence, 60 min; Q9NZ08; 340,000 tested, 0.15% active; inhibition, % at 10.7 µM;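 active = mean replicate inhibition of at least 30%, or all replicates individually reaching that 30% level; inactive = mean below 30% and not every replicate reaching it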;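 note: 0% = neutral control wells and 100% = L-leucinethiol positive control wells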
# LGR2 antag = inhibitors of bursicon-induced Drosophila LGR2 receptor cAMP signaling; 380,000 tested, 0.35% active; inhibition, % at 9.99 µM; HEK293 LGR2, CRE-luciferase, bursicon-stimulated, 4 h;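 active = drop in luminescence signal, shown as inhibition above about 50% in the replicate tests, limit read from the data, passing the limit was not always enough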;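 note: agonist challenge used bursicon conditioned medium at about half maximal strength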
# An asterisk follows results filed as active; · = not tested or not shown; & = joins results of further samples. The order is random; 2.1% or so of the library scored in one or more.
no.	Compound	LGR2 antag	ERAP1 inh	PglD DTNB	PGC1a acetyl inh
1	CCOc1ccccc1Oc1cn[nH]c1-c1ccc(OCC(=O)NN)cc1O	0	-1	-3	·
2	CCNC(=S)N/N=C/c1c(C)nn(-c2cccc(Cl)c2)c1Cl	·	-1	·	·
3	C[C@@H]1CN([C@@H](C)CO)C(=O)c2ccccc2-c2ccccc2CO[C@H]1CN(C)C(=O)Oc1ccccc1	12	-2	0	-1
4	Cc1cc(C(=O)CSc2nc3ccccc3n2CCC#N)c(C)n1Cc1cccs1	-3	6	3	-9
5	Cc1sc2nc(SCC(=O)NCc3ccco3)[nH]c(=O)c2c1C	12	-2	2	34
6	CC(C)c1cn(CC[C@H]2CC[C@H](NS(=O)(=O)c3ccc(Cl)cc3)[C@H](CO)O2)nn1	-11	1	1	-6
7	CO[C@H]1CN(C)C(=O)c2cc(NC(=O)Nc3ccccc3)ccc2OC[C@@H](C)N(C(=O)CN(C)C)C[C@H]1C	18	-1	-1	-16
8	Cc1ccc2ccc(C3C(=O)c4ccccc4C3=O)nc2c1	-32	-2	-5	-12
9	O=C(C[C@H]1C=C[C@@H](NC(=O)c2ccc(F)cc2)[C@@H](CO)O1)NCCc1ccncc1	-4	2	-2	-2
10	OC1CCCC1	20	4	-5	-5
11	C[C@@H]1CN([C@H](C)CO)C(=O)c2cccc(NS(=O)(=O)c3cccs3)c2O[C@H]1CN(C)C(=O)Nc1ccc2c(c1)OCO2	3	1	11	4
12	CCC(=O)Nc1ccc2c(c1)OC[C@H](C)NC[C@@H](C)[C@H](OC)CN(C)C2=O	-1	-1	0	·

no.	FN deposit inh	PAX8 inh HTS	EWS-Fli inh	S100A4 MyoIIA
1	-4	5	13	-4
2	-6	16	16	-4
3	5	·	4	7
4	-15	-38	·	2
5	6	6	1	-3
6	·	-7	5	9
7	2	·	-5	-55
8	·	·	-16	2
9	11	-8	-4	-1
10	·	·	-2	-1
11	·	·	-4	2
12	-7	-11	-2	2

# (continued)
no.	Compound	LGR2 antag	ERAP1 inh	PglD DTNB	PGC1a acetyl inh
13	O=c1[nH]c2ccc(F)cc2[nH]c1=O	2	2	·	·
14	CCc1nc2ccc(C(=O)NCCCN3CCCC3=O)cn2c1N(C)C(=O)Nc1ccccc1OC	-14	1	6	-13
15	O=c1nc(SCc2ccc(Cl)cc2)nc(-c2ccccc2)[nH]1	-4	0	-29	6
16	CC(C)(C)OC(=O)NCCOC(=O)c1[nH]cnc1C(=O)NCc1ccccc1	-12	·	1	·
17	C[C@@H]1CN([C@@H](C)CO)C(=O)Cc2cc(NC(=O)Cc3cn(C)c4ccccc34)ccc2O[C@@H]1CN(C)CC1CCCCC1	2	1	0	7
18	CCOC(=O)C1(Cc2cccc(Cl)c2)CCCN(C(=O)c2occc2C)C1 (centres undefined)	19	1	0	-9
19	COc1ccc(NC(=O)c2ccc3c(c2)NC(=O)CS3)cc1	14	-3	0	·
20	CCn1c(SCC(=O)Nc2ccccc2)nnc1-c1ccc(S(=O)(=O)N2CCOCC2)cc1	·	·	2	-3
21	Cc1cc(/C=N/NC(=O)c2ccncc2)c(C)n1-c1cccc(C(F)(F)F)c1	2	0	·	·
22	C[C@@H]1CN([C@H](C)CO)C(=O)c2cc(NC(=O)C3CC3)ccc2O[C@@H]1CN(C)C(=O)NC1CCCCC1	-8	0	-7	-13
23	C[C@H](CO)N1C[C@H](C)[C@H](CN(C)C(=O)Nc2ccc(C(F)(F)F)cc2)Oc2ccc(NC(=O)CCC(F)(F)F)cc2CC1=O	-12	·	1	3
24	CCOC(=O)c1c(C)oc2c1c(C=NCCC(=O)O)c(O)c1ccccc12	11	11	-1	13

no.	FN deposit inh	PAX8 inh HTS	EWS-Fli inh	S100A4 MyoIIA
13	-2	10	-1	-2
14	7	-3	9	1
15	15	-6	-5	-2
16	4	18	-9	-18
17	0	·	-3	8
18	-7	-30	·	-5
19	1	-79	-81	7
20	19	-5	·	·
21	-6	12	0	7
22	·	·	1	-1
23	-6	-19	8	·
24	-3	32	2	8

# Additional structures
no.	Compound	LGR2 antag	ERAP1 inh	PglD DTNB	PGC1a acetyl inh
25	CCS(=O)(=O)c1nc(S(=O)(=O)c2ccc(C)cc2)c(N2CCCCCC2)s1	8	-1	-4	·
26	CCN(CC)C(=O)Oc1ccc(Br)c2ccccc12	-7	·	2	-3
27	COc1ccc(-c2cnc3c(c2)C(=O)N([C@H](C)CO)C[C@H](C)[C@H](CN(C)S(=O)(=O)c2cn(C)cn2)O3)cc1	7	0	1	·
28	O=c1[nH]c(-c2ccccc2)c(-c2ccccc2)nc1[N+](=O)[O-]	-10	3	·	·
29	Cc1ccc(S(=O)(=O)N(C)C[C@H]2Oc3c(NC(=O)NC(C)C)cccc3C(=O)N([C@H](C)CO)C[C@H]2C)cc1	-6	-1	1	-6
30	CC(C)C#Cc1cnc2c(c1)C(=O)N([C@H](C)CO)C[C@H](C)[C@H](CN(C)Cc1cccc(F)c1)O2	-1	6	3	6
31	Cc1c(Cl)cccc1NC(=O)CCCn1cnc([N+](=O)[O-])n1	1	·	-5	-8
32	COc1ccccc1C(=O)NCC(=O)Nc1ccc2c(c1)CCC2	-79	0	-7	1
33	CCN1CCN(c2nc(-c3ccccc3)c3ccccc3n2)CC1	21	-20	0	0
34	C/C(=N/NC(=O)CCc1ccccc1)c1ccc2c(c1)OCO2	-8	0	2	-2
35	CCOc1ccc(C2N(c3cc(Cl)ccc3OC)C(=O)C3CCCN32)cc1OC (centres undefined)	-7	0	1	4
36	COc1ccc2c(c1)C(C)CC(C)(C)N2C(=O)CSc1nc2ccccc2s1 (centres undefined)	·	·	1	-25

no.	FN deposit inh	PAX8 inh HTS	EWS-Fli inh	S100A4 MyoIIA
25	17	10	-8	-8
26	-1	-1	·	·
27	·	·	-21	20
28	-17	0	10	-4
29	·	-13	-6	6
30	-5	-13	11	-9
31	-2	2	0	0
32	-8	-192	-91	4
33	5	-5	8	5
34	-1	-8	-9	-2
35	3	-6	3	5
36	-3	2	·	·

# Next section:
no.	Compound	LGR2 antag	ERAP1 inh	PglD DTNB	PGC1a acetyl inh
37	CNC(=O)C(=O)NCCCN1CCOCC1	-2	·	·	·
38	CCNC(=O)CC1C(=O)N(c2ccc(F)cc2)C(=O)N1Cc1cccs1 (centres undefined)	5	-2	6	-11
39	O=C(Nc1ccc2c(c1)OCO2)C(c1ccc(Cl)cc1)N1CCN(C(=O)c2ccco2)CC1 (centres undefined)	·	·	1	-23
40	CN1C(=O)c2cc(NS(=O)(=O)c3ccc(Cl)cc3)ccc2OC[C@H]2O[C@H](CC(=O)N3CCc4ccccc4C3)CC[C@@H]21	10	0	1	0
41	C[C@H](CO)N1C[C@H](C)[C@H](CN(C)C(=O)c2cnccn2)Oc2cc(C3=CCCC3)ccc2S1(=O)=O	7	-1	0	-8
42	CC1CCCN(C(=O)c2ccc(NS(=O)(=O)c3ccc4[nH]c(=O)[nH]c4c3)cc2)C1 (centres undefined)	11	2	3	·
43	NC(=S)N/N=C/c1ccc(OC(=O)c2cccnc2)cc1	12	1	0	6
44	CCN(CC)CCCN=Cc1c(O)n(-c2c(C)cccc2C)c(=O)c2ccccc12	11	-3	2	12
45	Cc1cc(C)cc(-n2nnnc2SCC(=O)Nc2cccc(NC(=O)c3ccco3)c2)c1	31	-4	-3	-13
46	CN(c1ccc(C(=O)NCc2ccco2)cc1)S(C)(=O)=O	·	·	-4	-12
47	COc1ccc(CNC(=O)c2cccnc2Sc2ccc(C)c(C)c2)cc1	-10	·	-4	-2
48	Cc1ccc(C)c(S(=O)(=O)NCCCN2CCOCC2)c1	8	-2	·	3

no.	FN deposit inh	PAX8 inh HTS	EWS-Fli inh	S100A4 MyoIIA
37	-6	-2	4	-6
38	11	-13	1	20
39	-5	19	·	·
40	-1	33	3	-1
41	1	2	-5	-4
42	6	-11	-2	3
43	-5	11	·	-4
44	4	-5	11	-6
45	·	·	·	6
46	-6	-11	·	·
47	-13	9	·	·
48	0	3	9	2

# Other entries.
no.	Compound	LGR2 antag	ERAP1 inh	PglD DTNB	PGC1a acetyl inh
49	CC(C)NC(=O)N(C)C[C@H]1Oc2c(NS(=O)(=O)c3cccs3)cccc2C(=O)N([C@H](C)CO)C[C@@H]1C	-7&6	-3	0	-1&2
50	CC(=O)N1CCC(=NNC(=O)c2cc3ccccc3cc2O)CC1	9	1	-7	-12
51	CC(C)(C)SCCNC(=O)CN(c1ccc(F)cc1)S(=O)(=O)c1ccccc1	·	-5	2	5
52	O=C(CN1CCc2ccccc21)Nc1ccc2c(c1)OCCCO2	-33	0	-3	-1
53	CNC[C@H]1Oc2c(NS(=O)(=O)c3ccc(F)cc3)cccc2C(=O)N([C@@H](C)CO)C[C@H]1C	-14	6	1	3
54	CCCNC(=O)N[C@@H]1C=C[C@H](CC(=O)NC2CCCCC2)O[C@H]1CO	-4	-1	-1	-1
55	COc1cccc(/C(O)=C/C(=O)C(=O)Nc2ccc(S(=O)(=O)NC(C)=O)cc2)c1	-6	1	-2	7
56	CCNC(=O)CC1C(=O)N(c2ccc(F)cc2)C(=O)N1Cc1ccc(OC)cc1 (centres undefined)	-36	0	4	7
57	O=C(Nc1ccc(F)cc1)N[C@H]1CC[C@H](CCNS(=O)(=O)c2ccccc2F)O[C@H]1CO	18	0	1	-19
58	C[C@@H]1CN([C@@H](C)CO)C(=O)c2cc(NC(=O)CCC(F)(F)F)ccc2O[C@H]1CN(C)Cc1ccc(C(=O)O)cc1	2	0	5	1
59	Cc1ccc(S(=O)(=O)n2c(=O)oc3ccccc32)cc1	10	4	-6	-2
60	Cc1cc(C)c2nc(N3CCC(C(=O)NCCCN4CCCC4=O)CC3)sc2c1	-1	-3	0	12
61	COCC(=O)N1C[C@H](C)[C@H](OC)CN(C)C(=O)c2ccc(NS(C)(=O)=O)cc2OC[C@@H]1C	16	·	0	11

no.	FN deposit inh	PAX8 inh HTS	EWS-Fli inh	S100A4 MyoIIA
49	2&-16	-11	-10&6	-2
50	0	-13	-1	-10
51	10	-2	-3	6
52	-4	-100	-60	-1
53	·	-5	1	2
54	-4	3	0	1
55	5	-1	0	1
56	·	·	-14	4
57	·	·	10	-5
58	·	9	-8	8
59	0	13	-2	-4
60	4	12	·	22
61	5	13	-6	0
